# Source: PubChem BioAssay
# TDP1 cell noCPT: qHTS for Inhibitors of human tyrosyl-DNA phosphodiesterase 1 (TDP1): qHTS in cells in absence of CPT | Potency, µM (titrated, usually from 46.2 µM), inactives show at the highest dose activity change, negative = growth inhibition, usual class: inhibitors | hit rate 15% among 420,000 | DT40 Tdp1-/- hTDP1 cells, no CPT, ATP luminescence, 48 h; also: nearly all actives have a fitted effect of over 55% in size
#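 Seeded 400 DT40-hTDP1 cells/well (vehicle DMSO, no 20 nM CPT); pinned compounds; ≥48 hr at 37 °C; CellTiter-Glo luminescence as viability measure.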
# TDP1 block: blocks human tyrosyl-DNA phosphodiesterase 1. recombinant TDP1, AlphaScreen DNA substrate cleavage. AID 485290. hit rate 0.28% among 350,000. Potency, µM (series often up to 130 µM), without a hit: at the top dose activity change, negative = inhibition, hits mostly inhibitors; also: nearly all actives have a fitted effect of over 40% in size
# Target sequence (Q9NUW8 whole entry, looked up): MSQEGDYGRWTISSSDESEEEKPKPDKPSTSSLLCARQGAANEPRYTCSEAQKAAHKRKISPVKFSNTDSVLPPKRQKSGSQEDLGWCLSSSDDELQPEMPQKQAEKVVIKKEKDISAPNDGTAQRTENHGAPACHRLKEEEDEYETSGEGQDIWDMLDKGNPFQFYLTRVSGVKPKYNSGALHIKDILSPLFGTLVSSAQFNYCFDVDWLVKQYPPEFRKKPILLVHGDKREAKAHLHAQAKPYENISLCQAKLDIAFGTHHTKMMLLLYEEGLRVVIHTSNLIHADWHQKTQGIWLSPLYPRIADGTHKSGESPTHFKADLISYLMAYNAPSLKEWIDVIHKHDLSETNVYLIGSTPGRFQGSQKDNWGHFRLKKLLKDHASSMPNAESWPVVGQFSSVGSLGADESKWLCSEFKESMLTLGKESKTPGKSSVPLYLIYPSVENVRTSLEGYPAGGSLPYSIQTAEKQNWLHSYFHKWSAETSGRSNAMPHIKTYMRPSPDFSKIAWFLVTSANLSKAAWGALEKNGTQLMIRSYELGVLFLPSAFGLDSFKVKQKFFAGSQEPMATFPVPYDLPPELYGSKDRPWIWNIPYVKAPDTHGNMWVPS
#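 Steps: enzyme plus compound, 15 min RT; add biotin/phosphotyrosine-FITC oligonucleotide (15 nM final), react 5 min; add donor/acceptor beads (10 ug/ml final), 10 min; read AlphaScreen. Tdp1 at 1 nM final.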
# DT40 TDP1 CPT: DT40-hTDP1 cell growth loss with CPT | chicken DT40 Tdp1-/-;hTDP1 cells + 20 nM CPT, ATP luminescence, 48 h | Potency, µM (series often up to 46.2 µM), inactives show at the top dose activity change, negative = growth inhibition, hits mostly inhibitors | hit rate 12% among 420,000 | AID 686979; also: nearly all actives have a fitted effect of over 55% in size
#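 Chicken DT40 Tdp1-/- cells stably complemented with human TDP1 were seeded at 400 cells/well in medium containing 20 nM camptothecin, exposed to pin-transferred compounds, and grown at 37 °C for at least 48 hr. Viability was read as ATP luminescence.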
# * marks the source's active call; other numbers are inactive results; u = inconclusive; x = no result given; & = joins results of further samples; [ ] = dose if it differs, or a comment. Calls follow the shape of the dose curve; as a rule, active = well fitted curve in the direction sought with a large enough effect; inconclusive = small, poorly fitted or top-dose-only effect, or another doubt; inactive = no such curve, though single readings can be large; an effect the other way counts as inactive or inconclusive. % is scaled to controls: 0 for no effect and ±100 for the full control effect; potency is read from the fitted curve at half-maximal effect.
SMILES,TDP1 cell noCPT,TDP1 block,DT40 TDP1 CPT
COC(=O)c1ccc(C(=O)OC)c(NC(=O)CN(C)Cc2cccc(Cl)c2Cl)c1,u,5%,u
CCCc1ccc(OCc2ccc(C(=O)NCc3cccnc3)o2)c(OC)c1,u,8%,u
C/C=C/c1ccc(Oc2nnnn2-c2ccc(C(N)=O)cc2)c(OC)c1,21µM*,4%,15µM*
COc1ccc(C2NC(C(=O)O)CS2)cc1COCC(F)(F)F (configuration not stated),-1%,2%,3%
CN(C)c1ccc(/C=C/c2sc3ccccc3[n+]2C)cc1,0.14µM*,x,0.045µM*
C#CC(=O)N(c1ccc(OC)cc1OC)C(C(=O)NC1CCCC1)c1cccs1 (configuration not stated),2.1µM*,5%,u
COc1ccc(-c2csc(C(NC(C)=O)c3ccccc3)n2)cn1 (configuration not stated),6%,x,10%
CCC(=O)N(Cc1ccco1)c1nc(-c2ccccc2)cs1,1%,4%,-21%
CCOc1cc(CNCCSc2nnnn2C)cc(Br)c1OCc1ccccc1F,13µM*,3%,16µM*
Cc1cc(C)cc(C(=O)N2CCN(c3ccccn3)CC2)c1,-4%,1%,6%
Cc1ccc(NC(=O)CSc2nc(-c3cccs3)nc3cc(=O)[nH]n23)cc1C,-19%,x,4%
O=C(c1ccc(-n2c(SCc3cccc(F)c3)nc3ccccc3c2=O)cc1)N1CCOCC1,u,5%,u
O=C(CSc1nnc(-c2cccs2)o1)N1CCOCC1,1%,-2%,-11%
CCS(=O)(=O)N1CCC(C(=O)NCc2ccccc2OC)CC1,2%,4%,-2%
COCCNC(=O)CSc1nc(-c2ccc(F)cc2)[nH]c1-c1ccc(Cl)cc1,26µM*,10%,u

# The last 3 entries of the section before come first, to join the parts.
SMILES,TDP1 cell noCPT,TDP1 block,DT40 TDP1 CPT
O=C(CSc1nnc(-c2cccs2)o1)N1CCOCC1,1%,-2%,-11%
CCS(=O)(=O)N1CCC(C(=O)NCc2ccccc2OC)CC1,2%,4%,-2%
COCCNC(=O)CSc1nc(-c2ccc(F)cc2)[nH]c1-c1ccc(Cl)cc1,26µM*,10%,u
CCOC(=O)C1(Cc2cccc(F)c2)CCN(Cc2cn(CC)nc2C)CC1,u,x,1%
Cn1c(=O)n(CC(=O)N2CCOCC2)c2ccccc21,2%,3%,-1%
CCN(CC)S(=O)(=O)c1ccc2c(c1)c(=O)c(C(=O)N1CCN(c3ccccc3OC)CC1)cn2C,u,0%,-1%
Cc1ccccc1Nc1nc(N)nc(COC(=O)[C@@H](NC(=O)c2ccccc2Cl)C(C)C)n1,u,0%,u
CCCOc1ccc(F)cc1-c1cc(C(=O)Nc2ccc(F)c(Cl)c2)[nH]n1,16µM*,x,15µM*
O=S(=O)(NCC(c1cccnc1)N1CCN(c2ccc(F)cc2)CC1)c1cc(F)ccc1F (configuration not stated),u,x,u
CN(Cc1nc(-c2ccccc2)no1)C1CCOCC1,7%,x,-3%
Fc1cccc(Cc2c(-c3cccc(Br)c3)nc3c(Cl)cc(C(F)(F)F)cn23)c1,-13%,x,-19%
Cc1ccc(C2=NS(=O)(=O)N(C)C(C(=O)N3CCCCC3)=C2)cc1,-22%,x,-26%
CCCNC(=O)c1ccccc1NC(=O)C1=CSCCO1,-7%,0%,-13%
Cc1ccc(C(=O)CSc2nc3ccccc3c(=O)n2-c2ccccc2)s1,-28%,0%,-19%
CCCCN1C(=O)C(=O)N(CC(=O)Nc2ccc(OC(F)(F)F)cc2)C1=O,-19%,-1%,u
Cc1c(C(=O)NCCN(C)C)sc2nc3n(c(=O)c12)CCC3,-1%,6%,0%
COc1ccc(NC(=O)/C=C/c2ccc(OC(F)F)cc2)cn1,u,x,-25%
COc1ccc(CCNC(=O)C2CCN(Cc3nc(-c4cccc(Cl)c4)oc3C)CC2)cc1OC,21µM*,5%,18µM*

# Four entries already listed, arranged by formula weight, ascending.
SMILES,TDP1 cell noCPT,TDP1 block,DT40 TDP1 CPT
CN(Cc1nc(-c2ccccc2)no1)C1CCOCC1,7%,x,-3%
Cc1c(C(=O)NCCN(C)C)sc2nc3n(c(=O)c12)CCC3,-1%,6%,0%
CCCOc1ccc(F)cc1-c1cc(C(=O)Nc2ccc(F)c(Cl)c2)[nH]n1,16µM*,x,15µM*
Cc1ccccc1Nc1nc(N)nc(COC(=O)[C@@H](NC(=O)c2ccccc2Cl)C(C)C)n1,u,0%,u

# (next part)
SMILES,TDP1 cell noCPT,TDP1 block,DT40 TDP1 CPT
COc1ccccc1CN1CCc2c([nH]c3ccccc23)C1,u,x,u
CN1CCN(c2ccccc2NC(=O)c2ccc([N+](=O)[O-])cc2Cl)CC1,-35%,5%,-24%
CC1Cc2ccccc2N1C(=O)CCN1C(=O)C2C3C=CC(C3)C2C1=O (configuration not stated),-24%,0%,2%
O=P(O)(O)c1ccccc1OCc1ccccc1,3%,-11%,-4%
COc1ccccc1OCC(O)CN1CCN(CC(=O)Nc2c(C)cccc2C)CC1 (configuration not stated),u,7%&-5%[56.1 µM],-21%&-25%&5%
CCCCN1C(=O)C(C(=O)OCC)CC2=C1CCCC2=O (configuration not stated),-7%,x,-2%
Cc1ccc(SCCC(=O)OCC(=O)Nc2ccc(S(N)(=O)=O)cc2)cc1,1%,4%,-17%
CC(Nc1nc(N2CCOCC2)nc2ccccc12)c1ccccc1 (configuration not stated),18µM*,3%,u
COCCNC(=O)C1(C)CCCN(Cc2cccc(OC(=O)c3ccccc3)c2)C1 (configuration not stated),-23%,x,u
CCCc1cc(=O)[nH]c(SCC(=O)c2cc(C)n(-c3cc(C)on3)c2C)n1,-22%,-1%,-12%
Cc1cc(C)nc(SCC(=O)N/N=C/c2cccn2-c2ccc(O)cc2)n1,1%,9%,-2%
CCOC(=O)N1CCC(NC(=O)CS(=O)Cc2nc(-c3ccc(Cl)cc3)oc2C)CC1 (configuration not stated),15µM*,2%,u
CCOc1ccc(N2C(=O)CC(Sc3nc(C)cc(C)n3)C2=O)cc1 (configuration not stated),1%,2%,-20%
C[C@H]1CN([C@@H](C)CO)S(=O)(=O)c2ccc(Br)cc2O[C@H]1CN(C)C(=O)NC1CCCCC1,-2%,x,u
O=C(NCCc1c[nH]c2ccccc12)OC1CC2CC1[C@H]1CCCCN1C2=O (some centres not stated),u,x,-23%
O=C(c1nn(Cc2ccccc2)c(=O)c2ccccc12)N1CCN(c2ccccn2)CC1,u,6%,-2%
COc1ccc(NC(=S)N(CCc2ccc(OC)c(OC)c2)Cc2ccccn2)cc1,u,8%,-18%
COc1ccc(/C(N)=N/OC(=O)c2cccs2)cc1,u,1%,u
CCOc1ccc(N(CC(=O)NCCSCc2ccco2)S(=O)(=O)c2ccc(C)cc2)cc1,u,0%,18µM*
CC1CN(S(=O)(=O)c2cccc(C(=O)Nc3ccccc3N3CCOCC3)c2)CC(C)O1 (configuration not stated),u,-1%,u
C/C(CC(=O)Nc1ccc([N+](=O)[O-])cc1)=N/NC(=O)C1CC12CCC2 (configuration not stated),11%,8%,16%
O=C(COc1ccc(/C=N/NC(=O)c2ccccc2)cc1)Nc1ccc([N+](=O)[O-])cc1,2%,-5%,3%
O=C(Nc1ccccc1N1CCOCC1)c1ccc(Br)o1,23µM*,2%,21µM*
COc1cc(C(=O)NCCc2cc3c(OC)ccc(OC)c3[nH]c2=O)cc(OC)c1OC,-21%,5%,u
O=C(O)C/C(=C\c1cccc(NC(=O)c2ccccc2Cl)c1)c1nc2ccccc2s1,u,x,u
Cc1ccc(CNC(=O)COC(=O)COc2ccc(C#N)cc2)cc1,10%,1%,-1%
Cc1cc(C)c2c(=O)n(-c3ccccc3)[nH]c2n1,-17%,7%,-6%
CC(=O)N1CCN(S(=O)(=O)c2cccc(C(=O)NC3CCC(C)CC3)c2)CC1 (configuration not stated),-7%,3%,0%
O=C(c1ccc(Cl)cc1)c1c[nH]cc1-c1ccccc1,-8%,4%[56.1 µM],u
COc1ccc(CCN(C(=O)c2snc(C(N)=O)c2N)C(C)C(=O)NC2CCCCC2)cc1OC (configuration not stated),u,x,-19%

# Grouped by structure, the compounds so far containing a COOH group.
SMILES,TDP1 cell noCPT,TDP1 block,DT40 TDP1 CPT
COc1ccc(C2NC(C(=O)O)CS2)cc1COCC(F)(F)F (configuration not stated),-1%,2%,3%
O=C(O)C/C(=C\c1cccc(NC(=O)c2ccccc2Cl)c1)c1nc2ccccc2s1,u,x,u

# Later entries.
SMILES,TDP1 cell noCPT,TDP1 block,DT40 TDP1 CPT
COc1cc(-c2cnc3c(NC=O)cc(-c4cccc(C(=O)NCCN(C)C)c4)cn23)cc(OC)c1OC,15µM*,x,u
COc1ccc(C)cc1NC(=O)Cc1csc(NC(=O)Nc2ccccc2OC)n1,16µM*,x,u
CC(=O)c1ccccc1-c1ccc2c(c1)CC(CNC(=O)Cc1c[nH]c3ccccc13)O2 (configuration not stated),-10%,x,13%[9.04 µM]
Cc1cccc(C(=O)Nc2cc3c(cc2N2CCCCC2)n(C)c(=O)c(=O)n3C)c1,-4%,-2%[12.3 µM],6%
O=C(O)CCSc1nc2ccccc2n1Cc1ccccc1,0%,x,-11%
COc1ccc(Nc2cc(C(=O)N3CCc4ccccc4C3)c3ccccc3n2)c(OC)c1,u,8%,u
CCOc1ccc(-c2cc(N3C(=O)Nc4ccccc4N3O)on2)cc1,3%,5%,0%
COc1cc(NC(=O)c2ccc3oc(=O)c(S(=O)(=O)c4ccccc4)cc3c2)cc(OC)c1,-7%,7%,-9%
COc1ccc(S(=O)(=O)NCC(c2ccco2)S(=O)(=O)c2cccs2)cc1F (configuration not stated),u,3%,u
Cc1ccc(S(=O)(=O)NCCC(=O)NCC(c2ccco2)N2CCCCC2)cc1C (configuration not stated),-27%,x,-6%
FC(F)(F)c1cccc(N2CCN(C(=S)NC3CCCCC3)CC2)c1,23µM*,3%,u
NS(=O)(=O)c1ccc(CCNC(=O)c2ccc[nH]c2=S)cc1,-2%,x,22%
CCCCS(=O)CC(O)CSc1nc(-c2ccc(OC)cc2)cc(-c2ccccc2)c1C#N (configuration not stated),-19%,2%[2.28 µM],u
COc1ccc(-c2cc(=O)oc(-c3cccc(C)c3)n2)cc1,18µM*,4%,u
Cc1cc(N2C(=O)C(O)=C(C(=O)c3cccs3)C2c2cccc(O)c2)no1 (configuration not stated),-12%,-2%,2%

# Looked up by structure from the entries so far:
SMILES,TDP1 cell noCPT,TDP1 block,DT40 TDP1 CPT
COc1cc(-c2cnc3c(NC=O)cc(-c4cccc(C(=O)NCCN(C)C)c4)cn23)cc(OC)c1OC,15µM*,x,u
CCCc1ccc(OCc2ccc(C(=O)NCc3cccnc3)o2)c(OC)c1,u,8%,u
COc1ccc(-c2csc(C(NC(C)=O)c3ccccc3)n2)cn1 (configuration not stated),6%,x,10%
CCOC(=O)C1(Cc2cccc(F)c2)CCN(Cc2cn(CC)nc2C)CC1,u,x,1%

# Other results:
SMILES,TDP1 cell noCPT,TDP1 block,DT40 TDP1 CPT
OC(CN1CCOCC1)Cn1c2ccccc2c2ccccc21 (configuration not stated),u,x,5%
Cc1onc(C(=O)Nc2ccccc2C(F)(F)F)c1[N+](=O)[O-],-16%,-1%,-25%
Cc1ccc(C)c(-n2c(Cc3cccs3)n[nH]c2=S)c1,u,3%,u
O=C(CNCc1cccs1)Nc1ccc(OC(F)(F)F)cc1,-20%,x,1%
COc1ccc2oc(=N)c(C(=O)Nc3ccc(Cl)cc3)cc2c1,13%,x,-8%
CC(=O)Nc1ccc(NC(=O)c2ccc(-n3c(C)ccc3C)cc2)cc1,16µM*,-5%,u
CCCCC(=O)OC1=C(C(=O)c2ccccc2)N(CCC)S(=O)(=O)c2ccccc21,2.9µM*,2%,3.3µM*
CN1CCN(c2cnn(-c3ccccc3)c(=O)c2Br)CC1,-1%,-5%,4%
COC(=O)C1CCN(Cc2ccc(OCCCN3CCN(c4ccc([N+](=O)[O-])cc4)CC3)cc2)CC1,10µM*,5%,7.3µM*
COc1ccc(-n2c(CN3CCN(c4ccc(F)cc4)CC3)nc3ccc([N+](=O)[O-])cc3c2=O)c(OC)c1,u,x,u
CCC1(O)CC(c2ccccc2)=NN1C(=O)c1ccccc1F (configuration not stated),-12%,x,1%
COc1ccccc1-n1cc(-c2ccc(C)cc2)nc1S(=O)(=O)CC(=O)Nc1ccccc1C(F)(F)F,16µM*,6%,u
C/C(=N\Nc1nc(-c2ccccc2)cs1)c1cccs1,u,11%,u
